Tau fibril ThT: blocks human tau fibril formation measured by thioflavin T. P10636. recombinant tau K18 P301L, heparin-induced fibrillization, ThT fluorescence. Potency, µM (titrated, usually from 57.4 µM), inactives show at the highest dose activity, negative = inhibition, usual class: inhibitors. 270,000 tested, 2.1% active; note: % is set by controls: 0 for no effect and ±100 for the full control effect; nearly all actives have a fitted effect of over 55% in size
Target sequence (P10636 561-689 P618L limits assumed): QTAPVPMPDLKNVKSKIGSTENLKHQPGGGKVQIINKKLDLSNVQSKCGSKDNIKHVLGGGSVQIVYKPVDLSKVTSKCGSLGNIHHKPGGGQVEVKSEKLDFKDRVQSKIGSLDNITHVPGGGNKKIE
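ThT emission at 510 nm, taken 1 hr after adding 30 uM dye, quantifies aggregates formed when 20 uM heparin acts on human tau K18 P301L for 6 hr at 37 C.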
SMN2 splice up: increases expression of the SMN2 splice variant; Potency, µM (doses to about 46.1 µM), for the others: at the highest dose activity change, positive = activation, usual class: activators; AID 1458; HEK293 SMN2-luciferase splicing reporter, luminescence, 30-36 h; 210,000 tested, 2.8% active; note: % of control where 0% means no effect; nearly all actives have a fitted effect of over 55% in size
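HEK293 cells carry an SMN2 […]–luciferase reporter in which exon 7 inclusion puts luciferase in frame. Cells were plated 10-12 h before compound addition, then incubated 30-36 h at 37C. ONE-Glo luminescence was read; sodium butyrate at 4.5 mM final served as control.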
Luc counter: counter-screen: inhibitors of Kinase-Glo firefly luciferase. Kinase-Glo luciferase, ATP luminescence, 8 min. Potency, µM (doses to about 38.3 µM), for the others: at the highest dose activity change, negative = inhibition, actives largely listed as inhibitors. 200,000 tested, 0.28% active. AID 1379; note: % is set by controls: 0 for no effect and ±100 for the full control effect; nearly all actives have a fitted effect of over 60% in size
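Recombinant Kinase-Glo luciferase, 10 uM ATP (linear range), luciferin; imidazole pH 7.2 / KCl / MgCl2 / Tween / BSA buffer; 8 min RT; luminescence.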
ALDH1A1 inh: blocks purified human ALDH1A1 activity; Purified ALDH1A1, NADH fluorescence, propionaldehyde substrate; Potency, µM (titrated, usually from 75.3 µM), for inactives: at the highest dose activity, negative = inhibition, usual class: inhibitors; 220,000 tested, 7.3% active; active = well fitted inhibition curve with a large enough effect, not every such curve was filed as active; inconclusive = small, poorly fitted or top-dose-only effect, or another doubt; inactive = no such curve, though single readings can be large or run the other way;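 note: plate controls were no enzyme wells and a reference inhibitor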
Target sequence (P00352 whole entry, looked up): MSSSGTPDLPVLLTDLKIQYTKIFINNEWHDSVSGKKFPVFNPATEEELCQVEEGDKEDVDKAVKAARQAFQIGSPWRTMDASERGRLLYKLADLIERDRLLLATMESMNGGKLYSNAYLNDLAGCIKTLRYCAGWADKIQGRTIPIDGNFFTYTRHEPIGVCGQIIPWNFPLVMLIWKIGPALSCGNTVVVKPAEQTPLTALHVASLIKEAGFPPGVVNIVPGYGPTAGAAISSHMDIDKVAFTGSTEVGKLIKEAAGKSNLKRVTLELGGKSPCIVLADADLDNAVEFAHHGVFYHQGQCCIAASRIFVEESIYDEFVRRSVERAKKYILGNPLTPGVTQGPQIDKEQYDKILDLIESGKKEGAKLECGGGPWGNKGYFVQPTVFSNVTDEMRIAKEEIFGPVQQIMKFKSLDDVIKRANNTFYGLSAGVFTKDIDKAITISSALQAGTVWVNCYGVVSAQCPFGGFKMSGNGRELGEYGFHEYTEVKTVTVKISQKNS
Lamin A splicing: LMNA splicing modulation. 200,000 tested, 0.01% active. Potency, µM (highest dose often 46.1 µM), for the others: at the highest dose ratio change, negative = inhibition, hits mostly inhibitors. HeLa LMNA splicing GFP/RFP minigene ratio, 48 h; active = well fitted inhibition curve with a large enough effect in the signal ratio, with a control signal flat, not every such curve was filed as active; inconclusive = small, poorly fitted or top-dose-only effect, or effect the other way, or a change in a side signal; the % refers to the signal ratio; note: % is set by controls: 0 for no effect and ±100 for the full control effect
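S3 HeLa cells stably expressing lamin A-EGFP splicing minigene plus DsRed2, 600 cells/well, 48 h compound exposure at 37C. Laser-scanning cytometry; analysed as GFP (500-530 nm)/RFP (575-640 nm) total intensity ratio; 0.5% DMSO vehicle.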
L3MBTL1 inh: inhibitors of human L3MBTL1. Potency, µM (titrated, usually from 57.1 µM), inactives show at the top dose activity, negative = inhibition, actives largely listed as inhibitors. AID 485360. Q9Y468. AlphaScreen L3MBTL1–H3K9me1 peptide binding. 230,000 tested, 0.66% active; note: % is set by controls: 0 for no effect and ±100 for the full control effect; nearly all actives have a fitted effect of over 60% in size
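Read-out is AlphaScreen signal from streptavidin donor and nickel chelate acceptor beads (10 ug/mL final each) bridging L3MBTL1 (50 nM) and biotinylated K9-monomethylated H3(1-15) peptide (75 nM), after 30 min compound exposure at room temperature.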
JMJD2E inh: JMJD2E (human) inhibition | B2RXH2 | JMJD2E catalytic domain, FDH-coupled NADH fluorescence (FDH is formaldehyde dehydrogenase) | Potency, µM (highest dose often 57.1 µM), without a hit: top-dose activity change, negative = inhibition, hits mostly inhibitors | 230,000 tested, 1.6% active; active = well fitted inhibition curve with a large enough effect, not every such curve was filed as active; inconclusive = small, poorly fitted or top-dose-only effect, or another doubt; inactive = no such curve, though single readings can be large or run the other way;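 note: 0% = wells with enzyme and -100% = buffer wells without enzyme; nearly all actives have a fitted effect of over 50% in size; many of its hits are not listed in these tables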
Target sequence (B2RXH2 1-337 limits assumed): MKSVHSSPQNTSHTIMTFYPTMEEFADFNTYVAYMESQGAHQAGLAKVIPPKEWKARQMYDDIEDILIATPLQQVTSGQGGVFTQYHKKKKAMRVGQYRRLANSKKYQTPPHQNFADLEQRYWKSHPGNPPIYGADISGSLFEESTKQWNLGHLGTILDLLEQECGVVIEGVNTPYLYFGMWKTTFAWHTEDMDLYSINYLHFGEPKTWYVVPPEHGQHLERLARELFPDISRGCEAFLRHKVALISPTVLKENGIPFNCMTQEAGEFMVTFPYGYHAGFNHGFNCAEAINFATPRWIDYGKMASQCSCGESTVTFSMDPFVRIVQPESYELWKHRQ
RECQ1 inh: inhibitors of human RECQ1 DNA helicase; P46063; RECQ1 DNA unwinding, red fluorescence kinetic read; Potency, µM (titrated, usually from 57.3 µM), for the others: at the top dose activity, negative = inhibition, most hits filed as inhibitors; 240,000 tested, 0.54% active; AID 2549;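 note: plate controls were vehicle for no effect and no enzyme for full effect; nearly all actives have a fitted effect of over 30% in size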
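50 nM RECQ1T1 preincubated 15 min with compound in Tris pH 8.0 buffer with MgCl2, DTT, Tween-20 and 2.5 ug/ml poly(dI-dC); started with 200 nM TAMRA/BHQ-2 forked duplex and 2 mM ATP. Unwinding read as fluorescence (525/598 nm), two reads 2 h apart.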
Numbers without * were called inactive; i = inactive; u = inconclusive; x = not tested or not shown; [ ] = another dose, or the depositor's remark. Unless noted, calls come from the whole dose curve; as a rule, active = well fitted curve in the direction sought with a large enough effect; inconclusive = small, poorly fitted or top-dose-only effect, or another doubt; inactive = no such curve, though single readings can be large; an effect the other way counts as inactive or inconclusive. Potency is the fitted concentration of half-maximal effect.

SMILES	Tau fibril ThT	SMN2 splice up	Luc counter	ALDH1A1 inh	Lamin A splicing	L3MBTL1 inh	JMJD2E inh	RECQ1 inh
O=C(CN1C(=O)S/C(=C\C=C\c2ccccc2)C1=O)Nc1cccc(O)c1	u	71.4%	-2.8%	31.6µM*	u	-16.0%	-28.3%	-15.0%
COc1ccc(NC(=O)CSc2nc3ccccc3c(=O)n2CCCN2CCOCC2)c(OC)c1	-2.8%	1.5%	0.5%	2.5%	-8.3%[46 µM]	0.3%	12.7%	i
CCN(CC)C(=O)CSc1nc2[nH]ncc2c(=O)[nH]1	-6.3%	10.5%	2.4%	-2.3%	6.5%[1.84 µM]	12.0%	-6.2%	-5.2%
c1ccc2c(c1)oc1c(NCC3CCCO3)ncnc12 (stereo unspecified)	-7.8%	-0.4%	-2.7%	-2.0%	15.3%	6.3%	-6.4%	-2.2%
Cc1cc(C)c(CN2CCCC(CNC(=O)c3ccc(F)cc3)C2)c(-n2cccn2)c1 (stereo unspecified)	-1.3%	x	x	0.8%	x	-1.2%	9.3%	-9.2%
O=C(Nc1nnc(SCC(=O)N2CCCc3ccccc32)s1)c1ccc2ccccc2c1	-4.2%	11.2µM*	0.0%	u	-18.0%	3.3%	u	-10.2%
O=C(O)CSc1nnc(-c2ccncc2)n1CCc1ccccc1	3.5%	20.0%	1.0%	8.0%	-5.2%	x	1.0%	-3.0%
COc1ccc(/C=N\n2nnc3ccccc32)cc1	-14.4%	0.794µM*	-28.0%	-5.9%	-5.4%	x	-9.9%	-4.0%
O=c1nc(N/N=C/c2ccccn2)cn[nH]1	-9.1%	-42.6%[inhibitor]	-11.3%	-4.7%	u	5.01µM*	10µM*	-2.3%
CC1C/C(=N\NC(=O)c2ccc(NS(=O)(=O)c3ccc(Br)cc3)cc2)CC(C)(C)C1 (stereo unspecified)	1.2%	-4.1%	-5.2%	3.55µM*	-3.8%	5.1%	-0.9%	i
Cc1ccc(SCc2cc(=O)[nH]c(Nc3nc(C)c4cccc(C)c4n3)n2)cc1	u	-39.9%[inhibitor]	-1.0%	u	10.1%	7.4%	2.2%	7.1%
Cc1cccc(CS(=O)(=O)Cc2ccc(C(=O)NCc3ccco3)o2)c1	-10.4%	-0.9%	-0.4%	u	7.1%[0.0737 µM]	-11.9%	1.5%	-4.7%

Later entries.
SMILES	Tau fibril ThT	SMN2 splice up	Luc counter	ALDH1A1 inh	Lamin A splicing	L3MBTL1 inh	JMJD2E inh	RECQ1 inh
CC(C)=CC(=O)OCC(=O)Nc1ccc(SC(F)F)cc1	2.0%	4.0%	1.3%	-14.9%	x	5.8%	-17.3%	1.0%
Cc1nc2ccccn2c1C(=O)/C=C/c1cccc([N+](=O)[O-])c1	u	-69.1%[inhibitor]	0.6%	u	u	2.9%	1.1%	i
Cc1ccc(CNC(=O)CCNS(=O)(=O)c2cccc3nonc23)cc1	-13.7%	-12.7%	-1.5%	u	-0.6%	x	0.0%	-7.7%
COc1ccc(-c2nnc3ccc(SCC(=O)N4CCCC4)nn23)cc1	2.6%	-13.2%	-1.1%	1.4%	-6.9%	2.2%	-5.0%	-8.8%
O=C(Nc1ccccc1-c1ccccc1)c1ccc(Cl)c([N+](=O)[O-])c1	-7.6%	-1.2%	-3.0%	u	-5.9%	-15.6%	6.5%	-2.3%
O=C1C2CC=CCC2C(=O)N1Cc1ccccc1 (stereo unspecified)	-10.9%	-18.1%	5.4%	u	-1.1%	-2.8%	-2.9%	-1.0%
CCOc1cc(NC(=O)c2ccccn2)c(OCC)cc1NC(=O)c1ccc(C)cc1	u	-4.9%	-6.2%	0.8%	x	-4.4%	-18.1%	-5.6%
Cc1cc(=O)[nH]c(N/N=C/c2ccc(N(C)C)cc2)n1	u	x	-24.5%	u	x	-14.4%	-10.9%	2.9%
CCOC(=O)c1sc(-c2ccc(C)cc2)c(C#N)c1C	-5.7%	20.9%	-2.9%	u	7.5%	12.2%	u	-3.7%
CCc1nc2ccc(C(=O)NCc3ccco3)cc2nc1CC	u	26.3%	-4.0%	u	-11.0%	x	1.3%	1.1%
O=C(O)C1C2C=CC(O2)C1C(=O)NCc1ccc(Cl)cc1 (stereo unspecified)	3.3%	-3.8%	1.8%	3.3%	-10.1%	-1.0%	-0.6%	2.9%
COc1ccc(-c2cc(C(=O)c3c(N)n(C)c(=O)n(C)c3=O)c3ccccc3n2)cc1OC	u	x	-10.3%	-3.8%	x	x	-6.8%	-14.5%

One compound at a time (already shown):
Shown for O=C(CN1C(=O)S/C(=C\C=C\c2ccccc2)C1=O)Nc1cccc(O)c1 = Tau fibril ThT: u; SMN2 splice up: 71.4%; Luc counter: -2.8%; ALDH1A1 inh: 31.6µM*; Lamin A splicing: u; L3MBTL1 inh: -16.0%; JMJD2E inh: -28.3%; RECQ1 inh: -15.0%
Shown for Cc1cccc(CS(=O)(=O)Cc2ccc(C(=O)NCc3ccco3)o2)c1 = Tau fibril ThT: -10.4%; SMN2 splice up: -0.9%; Luc counter: -0.4%; ALDH1A1 inh: u; Lamin A splicing: 7.1%[0.0737 µM]; L3MBTL1 inh: -11.9%; JMJD2E inh: 1.5%; RECQ1 inh: -4.7%

Next records follow:
SMILES	Tau fibril ThT	SMN2 splice up	Luc counter	ALDH1A1 inh	Lamin A splicing	L3MBTL1 inh	JMJD2E inh	RECQ1 inh
Cc1ccc(NC(=O)c2cccs2)cc1S(=O)(=O)Nc1cccc(Cl)c1	u	-16.8%	0.1%	-3.1%	-21.1%	1.9%	9.4%	-11.2%
Nc1cc(Cl)ccc1N1C(=O)CCC1=O	-10.3%	x	x	-1.6%	x	2.6%	-13.3%	i
COn1c2c(c3c4nonc4ccc31)CCCC2	14.1µM*	-14.6%	-0.5%	u	10.0%	x	u	8.5%
COc1ccc(S(=O)(=O)N2CC(O)CC2C(=O)OCc2nc3sc(C)c(C)c3c(=O)[nH]2)cc1 (stereo unspecified)	-14.8%	6.2%	4.2%	u	0.8%	9.4%	2.6%	-11.1%
O=C(NC1CCCC1)C(c1cccnc1)N(C(=O)c1csnn1)C1CC1 (stereo unspecified)	-0.4%	x	-0.4%	8.1%	5.4%	x	9.8%	-3.1%
COc1ccc(NS(=O)(=O)c2ccc(Cl)c(NC(=O)c3cccnc3Cl)c2)cc1	7.8%	x	x	x	x	0.3%	-1.8%	-17.7%
Cc1nn(-c2ccccn2)c(C)c1Oc1ccccc1O	-0.3%	-12.2%	3.8%	-7.9%	4.3%	-3.3%	3.7%	-1.6%
Clc1ccc(COn2c(-c3ccc(Cl)cc3Cl)nc3ncccc32)cc1	u	-15.7%	-3.4%	-4.9%	-11.9%	x	-1.7%	10.2%
c1ccc(-c2nccc(-c3ccc(-n4cnc5ccccc54)cc3)n2)cc1	u	14.3%	-5.4%	5.6%	13.0%	x	1.1%	-22.3%
C/C(CC(=O)Nc1ccc(N(C)C)cc1)=N\NC(=O)Cc1csc(N)n1	-4.3%	u	-0.4%	2.2%	8.8%	-4.2%	-4.6%	5.5%
CCN1CCN(C(=O)NC(C(=O)NC2C(=O)N3C2SC(C)(C)C3C(=O)O)c2ccccc2)C(=O)C1=O (stereo unspecified)	-0.2%	-1.5%	-4.1%	1.3%	x	x	-7.8%	i
CCN(CC)c1ccc(NC(=O)CN2C(=O)CSc3ncccc32)c(C)c1	2.2%	-73.5%[inhibitor]	1.6%	6.5%	u	x	1.1%	-1.1%

The list continues:
SMILES	Tau fibril ThT	SMN2 splice up	Luc counter	ALDH1A1 inh	Lamin A splicing	L3MBTL1 inh	JMJD2E inh	RECQ1 inh
Cc1nn(-c2ccccc2)c(Cl)c1/C=C/C(=O)c1ccc(O)cc1	u	-13.6%	-3.6%	u	u	-4.3%	-0.1%	4.3%
CCOC(=O)C1(CCOc2ccccc2)CCN(CCCn2cccn2)CC1	-3.0%	x	x	0.8%	x	-1.6%	-5.1%	-7.0%
CN1CCC(N(C)C(=S)NCCc2ccccc2)CC1	-0.7%	9.2%	0.1%	6.4%	u	-13.5%	6.9%	5.0%
Cc1cc(C)c(S(=O)(=O)c2ccccc2C)c(N(C)C)n1	-4.0%	-16.4%	-2.2%	2.2%	11.0%	5.1%	4.6%	-1.2%
CCS(=O)(=O)N1CCc2cc(OC)c(OC)cc2C1	-4.2%	-11.2%	-3.1%	-2.0%	-9.7%	-2.2%	-26.2%	-0.1%
O=[N+]([O-])c1cccc(/C=C/c2nc(C=Nc3ccccc3)c(O)o2)c1	u	-26.0%	-3.3%	-1.0%	14.1%	x	-6.1%	i
O=C(c1ccccc1)[C@@H]1[C@@H]2C(=O)N(c3ccc(F)cc3)C(=O)[C@@H]2C2CCCN21 (stereo partly specified)	u	x	x	x	x	7.5%	-24.9%	u
Cc1c(Cl)cnc(NC(=O)COC(=O)c2cc3c(s2)CCC(C)C3)c1Cl (stereo unspecified)	-8.9%	x	x	6.6%	-6.9%	-6.5%	8.5%	-8.4%
CCSc1nc(-c2ccccc2)nc2c1CCCC2	-8.5%	-2.3%	4.0%	4.2%	u	16.3%	-1.3%	-7.2%
O=C1OC(c2ccc3c(c2)OCO3)N(C(=O)c2ccc(Cl)c(Cl)c2)c2ccccc21 (stereo unspecified)	-11.0%	12.6µM*	-5.2%	-9.3%	u	x	u	-4.8%
Cc1[nH]c(=O)[nH]c(=O)c1NC(=O)CSc1ncccc1-c1nc2ccccc2[nH]1	-4.8%	-12.1%	-9.1%	u	-1.9%	-1.4%	u	0.1%
O=c1cc(CSc2nnc3ccccn23)c2c(ccc3ccccc32)o1	-14.1%	18.7%	-0.7%	u	u	-6.9%	u	-14.5%
Cc1ccc(Cl)cc1N1CCN(C(=O)C2CCN(c3nnc(-n4cccc4)s3)CC2)CC1	u	-84.5%[inhibitor]	5.9%	-4.4%	u	-4.1%	2.4%	-2.9%
CCOc1cc(/C=C2\C(=O)ON=C2C)ccc1OCc1ccccc1	u	8.2%	2.2%	3.55µM*	2.7%	1.7%	-0.4%	-2.3%

Bioassay records: PubChem BioAssay, National Center for Advancing Translational Sciences (NCATS)

Some of the compounds tested (hit frequency here may not be typical).
